Source: PubChem (Small Molecule Screening Facility, UW Madison)
RMI-FANCM inh: RMI-FANCM interaction inhibition | Fluorescence polarization, RMI core complex with F-MM2 peptide; active compounds read low | FP signal (polarization) at 33 µM | 70,000 tested, 0.58% active | AID 1159607; in the data active means FP signal below about 40; further: inactives centre near 61; strong numbers were not always called active; unit not given here
Starred values were filed as active, the others as inactive; & = joins results of further samples. These rows are one share of the data; rates above refer to the full screens.

item	Compound	RMI-FANCM inh
1	COc1cccc(Cn2cc(C(=O)c3ccccc3)c(=O)c3cc4c(cc32)OCCO4)c1	64
2	Cc1ccc(N2CC(NC(=O)N3CCc4ccccc4C3)CC2=O)cc1 (stereo unspecified)	58
3	C=CCn1c(SCc2csc(C)n2)nc2scc(-c3ccc(C)c(C)c3)c2c1=O	69
4	COc1ccc(OC)c(COCC(O)CN2CCC(Cc3ccccc3)CC2)c1 (stereo unspecified)	78
5	CNS(=O)(=O)Cc1ccc([N+](=O)[O-])cc1	54
6	CCn1nc(C)cc1-c1nnc(-c2ccc(C)cc2)o1	64
7	O=c1[nH][nH]c2nnc(-c3ccccc3)c(-c3ccccc3)c12	53
8	O=C(Nc1nnc(-c2ccc3c(c2)OCCO3)o1)c1cc([N+](=O)[O-])ccc1Cl	62
9	O=C(CN1C(=O)CSc2ccccc21)N/N=C\c1ccc(Cl)cc1Cl	59
10	O=C(Nc1ccccc1)Nc1ccc(Cc2ccncc2)cc1	61
11	Cc1cc(C)c2sc(NC(=O)C3CCN(S(C)(=O)=O)CC3)nc2c1	64
12	COc1ccc(OC)c(/C=C/C(=O)Nc2cc(OC)ccc2OC)c1	65
13	COC(=O)c1sccc1-c1ccc(/C=N\OCc2cc(F)cc3c2OCOC3)o1	56
14	COc1cc(C(=O)N2CC(=O)Nc3ccccc32)cc(OC)c1OC	52
15	O=C(NCc1ccncc1)c1csc(Nc2ccccc2)n1	64
16	CCOc1ccc(NS(=O)(=O)c2cccc(OC)c2)cc1	49
17	COc1ccc(-c2cc(=O)n(CC(=O)Nc3ccc(F)cc3)cn2)cc1	89
18	COc1ccc(Cl)cc1NC(=O)CSc1ncc(-c2cccc(Cl)c2)o1	108
19	O=C(/C=C/c1ccco1)c1c(-c2ccccc2)c2cc(Cl)ccc2[nH]c1=O	0*
20	CS(=O)(=O)c1ccccc1C(=O)Nc1cccc2c1C(=O)NC2=O	51
21	CC1Cc2ccccc2N1C(=O)COc1cccc(Oc2ccccc2)c1 (stereo unspecified)	70
22	O=C1NC(=S)/C(=C/c2cc(Br)ccc2O)S1	-37
23	CCn1ccc(C(=O)Nc2cccc3c2C(=O)NC3=O)n1	59
24	Cc1ccc2nc(-c3ccc(NC(=O)c4cccn(OCc5ccc(F)cc5)c4=O)cc3)sc2c1	40
25	CCC(C)NC(=O)c1ccc2c(=O)n(C)c3nnc(SCC(=O)Nc4ccc(C)c(F)c4)n3c2c1 (stereo unspecified)	112
26	COC(=O)c1ccccc1NC(=O)Cn1c(=O)c(CNc2ccccc2)cc2ccc(OC)cc21	60
27	COc1cccc(C(=O)c2oc3cc(NC(=O)c4ccc(OC)c(OC)c4)ccc3c2C)c1	71
28	O=C(C1=C(O)C(=O)N(c2nccs2)C1c1ccccc1)c1cc2ccccc2o1 (stereo unspecified)	-74
29	O=C(Nc1ccncc1)c1ccc(=O)n(Cc2ccccc2Cl)c1	54
30	Cc1ccc(NC(=O)c2cc(S(=O)(=O)NCCC3=CCCCC3)ccc2F)cc1	59
31	CCn1nc(C(=O)Nc2sc3c(c2C(=O)OC)CCC(C)C3)cc1C (stereo unspecified)	63
32	COc1cccc(C(=O)N2CCN(Cc3nc(C4CC4)cs3)CC2)c1OC	62
33	COc1ccc(F)cc1S(=O)(=O)NC(C)C	61
34	O=C(NCc1cccs1)c1ccc(=O)n(Cc2cccc(F)c2)n1	62
35	CCOc1cc(N2CCN(C(=O)Cc3ccc(Cl)cc3)CC2)nc(C)n1	58
36	COc1cccc(CSc2nc(CC(=O)NC3CC3)cc(=O)[nH]2)c1	54
37	C[C@@]1(C2CCCC2)Cc2cc(OCC(=O)O)c(Cl)c(Cl)c2C1=O	58
38	COC(=O)c1ccc(Nc2nnc(Cc3ccc(C)cc3)c(=O)[nH]2)cc1	53
39	OC(COc1ccc(Cl)c(Cl)c1)CN1CCCN(c2nc3ccc(Cl)cc3s2)CC1 (stereo unspecified)	52
40	Cc1ccc2nc(C)c(NC(=O)C(C)Oc3ccccc3F)c(=O)n2c1 (stereo unspecified)	66
41	CS(=O)(=O)c1ccc(-c2nnc(NC(=O)c3cccc(C(F)(F)F)c3)o2)cc1	52
42	CCn1nc(C)cc1C(=O)Nc1nc(-c2ccc(C(C)C)cc2)cs1	62
43	Cc1ccc(Oc2ncccc2NS(=O)(=O)c2cn(C)c(C)n2)c2c1CCC2	53&55
44	COc1ccc2nc(-c3ccc(C)c(NC(=O)c4cccs4)c3)cn2n1	71
45	COc1cccc2sc(NC(=O)C3CCN(S(=O)(=O)c4ccc(F)cc4)CC3)nc12	53
46	Cc1nc(C)c(-c2ccn[nH]2)o1	62
47	Cc1cccc(-c2noc(CSc3n[nH]c(=O)c4cc(-c5ccco5)nn34)n2)c1	84
48	COc1cccc(CN2CCCN(CC(=O)Nc3cc(C)c(Cl)cc3OC)S2(=O)=O)c1	81
49	CC(C)c1ccc(/C=C/C(=O)c2nc3ccccc3s2)cc1	63
50	CSc1cccc(C(=O)Nc2nc(-c3ccc([N+](=O)[O-])cc3)cs2)c1	50

Compounds shown so far that have four or more nitrogen atoms, in the order listed:
item	Compound	RMI-FANCM inh
6	CCn1nc(C)cc1-c1nnc(-c2ccc(C)cc2)o1	64
7	O=c1[nH][nH]c2nnc(-c3ccccc3)c(-c3ccccc3)c12	53
8	O=C(Nc1nnc(-c2ccc3c(c2)OCCO3)o1)c1cc([N+](=O)[O-])ccc1Cl	62
15	O=C(NCc1ccncc1)c1csc(Nc2ccccc2)n1	64
23	CCn1ccc(C(=O)Nc2cccc3c2C(=O)NC3=O)n1	59
25	CCC(C)NC(=O)c1ccc2c(=O)n(C)c3nnc(SCC(=O)Nc4ccc(C)c(F)c4)n3c2c1 (stereo unspecified)	112
35	CCOc1cc(N2CCN(C(=O)Cc3ccc(Cl)cc3)CC2)nc(C)n1	58
38	COC(=O)c1ccc(Nc2nnc(Cc3ccc(C)cc3)c(=O)[nH]2)cc1	53
42	CCn1nc(C)cc1C(=O)Nc1nc(-c2ccc(C(C)C)cc2)cs1	62
43	Cc1ccc(Oc2ncccc2NS(=O)(=O)c2cn(C)c(C)n2)c2c1CCC2	53&55
44	COc1ccc2nc(-c3ccc(C)c(NC(=O)c4cccs4)c3)cn2n1	71
47	Cc1cccc(-c2noc(CSc3n[nH]c(=O)c4cc(-c5ccco5)nn34)n2)c1	84

(listing goes on)
item	Compound	RMI-FANCM inh
51	CC(C)(C)C(=O)Nc1ccc(C(=O)NCCNS(C)(=O)=O)cc1	64
52	O=C(NNc1ncnc2ccsc12)c1ccc(Cl)cc1	64
53	NC(=O)C1CCN(CC(O)CSc2ccccc2)CC1 (stereo unspecified)	54
54	COc1ccnc2c1c(=O)n(CC(=O)Nc1ccc(F)cc1)c(=O)n2C	60
55	Cc1cc(C)n(CCN(C(=O)Cc2cccs2)c2nc3c(F)cc(F)cc3s2)n1	71
56	O=C(NCCN1CCN(Cc2ccccc2)CC1)Nc1ccc(OCc2ccccc2)cc1	65
57	COc1ccc(-c2nc3sc(CCNC(=O)c4ccccc4C)c(C)n3n2)cc1	59
58	O=C(Cc1ccc(-c2ccccc2)cc1)NC1CC(=O)N(c2ccccc2)C1 (stereo unspecified)	72
59	C=C(C)Cc1c(C)nc(SCC)[nH]c1=O	53
60	O=C(Cn1nc(-c2ccccc2)c2sc(N3CCOCC3)nc2c1=O)c1ccc2ccccc2c1	92
61	Cc1cc(NC(=O)CC(C)n2nc(C)c(C)c2C)no1 (stereo unspecified)	63
62	CCCN1CCCc2cc(CCNS(=O)(=O)CCc3ccc(OC)cc3)ccc21	163
63	CC1N=C(c2ccc(Cl)cc2)NO1 (stereo unspecified)	54
64	CCOC(=O)c1nn(-c2ccc(F)cc2)c(=O)cc1OS(=O)(=O)c1ccc(F)cc1	55
65	Cc1oc(-c2cccc(C(F)(F)F)c2)cc1-c1nnc(-c2ccco2)o1	75
66	C/C(=N/NC(=S)NC(C)(C)C)c1ccc(OCc2ncc(C(F)(F)F)cc2Cl)cc1	64
67	COc1ccc(-c2cc3c(SCC(=O)Nc4ccc(F)cc4)nccn3n2)cc1	96
68	Cc1ncc(CO)c2c1Oc1[nH]c(-c3ccc(F)cc3)nc(=S)c1C2	61
69	CC1CC(C)CN(S(=O)(=O)c2ccc(C(C)(C)C)cc2)C1 (stereo unspecified)	60
70	COc1ccc(NC(=O)Cn2nc(-c3ccc(Cl)cc3)c3sc(C)nc3c2=O)cc1OC	67
71	O=C(CCCO)NC1Cc2ccccc2C1	59
72	O=C1Cc2ccccc2N1c1c(Cl)cccc1Cl	60
73	Cc1ccc(NC(c2ccccc2)c2ccccc2)cc1	56
74	Cc1ccccc1C(=O)Nc1nc2c(s1)CC(C)CC2 (stereo unspecified)	55
75	COc1ccc(/C=C2/C(=O)N(c3ccc(Cl)c(Cl)c3)N=C2C)cc1	53
76	O=[N+]([O-])c1ccc(-c2nc(/C=N\O)c3ccccn23)cc1	66
77	O=[N+]([O-])c1ccccc1S(=O)(=O)NCCOc1ccc(-c2ccccc2)nn1	52
78	Nc1ncnc(N2CCN(c3ccc([N+](=O)[O-])cc3)CC2)c1[N+](=O)[O-]	62
79	CNC(=O)N(c1ccccc1)c1ccccc1	54
80	Cc1ccc(C(=O)C2C(c3cn(-c4ccccc4)nc3-c3ccccc3)NC(=O)NC2(O)C(F)(F)F)cc1 (stereo unspecified)	58&58
81	Cc1cc(C)c(N)c(Br)n1	63
82	CCOC(CNC(=O)c1nn(-c2ccccc2C)c(=O)cc1OC)OCC	56
83	O=S(=O)(NCCOc1ccc(-c2cccs2)nn1)c1ccc(Cl)s1	97
84	CCOC(=O)c1ccccc1NC(=O)C1CCN(c2ccc(-c3cccs3)nn2)CC1	61
85	O=C(O)c1ccc(S(=O)(=O)Nc2ccc(N3CCOCC3)cc2)cc1	64
86	Cc1ccc(C2CC(c3cccs3)=NN2c2nc(-c3ccccc3)c3cc(Cl)ccc3n2)cc1 (stereo unspecified)	-15
87	CC(=O)Nc1cccc(-n2nnc(SCC(=O)c3ccc(C)cc3)n2)c1	57
88	CC(=O)Nc1ccc(SCCCC(=O)N2CCC(C(N)=O)CC2)nn1	64
89	Cc1cc(=O)[nH]c(-n2nc(C)cc2NC(=O)/C=C/c2ccc3c(c2)OCO3)n1	54
90	COc1ccc(CC(=O)Nc2cccc(-c3cn4ccsc4n3)c2)cc1	84
91	N#Cc1c(-c2ccccc2)no[n+]1[O-]	51
92	O=C(O)COCC(=O)Nc1ccccc1N1CCOCC1	52
93	CSc1nc(N/C=C(\C#N)C(=O)c2cccs2)n2nc(C)cc2n1	65
94	Cc1nnsc1C(=O)NCCc1c[nH]c2ccccc12	61
95	Cc1ccc(CNC(=O)c2ccc(-n3c(=S)[nH]c4ccccc4c3=O)cc2)cc1	61
96	CCN1C(=O)CSC1=NS(=O)(=O)c1ccc(Cl)cc1	63
97	COc1ccc(-c2csc(NC(=O)c3ccnn3C)n2)cc1C	67
98	CCCOc1ccc(-c2csc(NC(=O)CN3C(=O)CCC3=O)n2)cc1	51
99	CCc1ccccc1NC(=O)c1ccc(S(=O)(=O)c2ccc(C)c(C)c2)nc1	66
100	COC(=O)Cn1c(=NC(=O)c2cccs2)sc2cc(S(N)(=O)=O)ccc21	64

The list continues:
item	Compound	RMI-FANCM inh
101	Cn1c(=O)[nH]c(=O)c2c1nc(Br)n2CC(=O)C(C)(C)C	69
102	CS(=O)(=O)NCCn1ccc2ccccc21	52
103	Nc1nc(CSc2nc3ccc([N+](=O)[O-])cc3[nH]2)cs1	66
104	CCOc1ccc(NC(=O)CCc2csc(NC(=O)Nc3ccccc3)n2)cc1	68
105	COC(=O)c1cc(/C=C(\C#N)S(C)(=O)=O)cn1-c1ccc(Cl)cc1	56
106	COc1ccc(CNC(=O)NCC(c2ccsc2)N2CCOCC2)cc1OC (stereo unspecified)	65
107	O=C(c1csc(Nc2ccccc2)n1)N1CCN(C(=O)c2ccco2)CC1	62
108	Cc1sc(NC(=O)Cc2cccc3ccccc23)c(C#N)c1C	56
109	Cc1onc(-c2c(Cl)cccc2Cl)c1C1=NCCO1	52
110	O=C1Nc2ccc(Br)cc2C12OCCCO2	63
111	COC(=O)c1ccccc1NC(=O)CSc1ncccc1C(=O)O	61
112	CC1=CC(=O)N(c2nc(-c3ccc(Cl)cc3)cs2)C1=O	60&56
113	CC(=O)Nc1sc(C)nc1-c1ccccc1	62
114	O=[N+]([O-])CC(SCCO)c1ccc(O)cc1 (stereo unspecified)	69
115	Cn1c(=O)c2c(SCC(=O)N3CCCCC3)nc(-c3ccccc3Cl)nc2n(C)c1=O	76
116	O=C(Nc1ccc2c(c1)N(C(=O)C1CCCO1)CC2)C1CC1 (stereo unspecified)	66
117	O=C(NCC(c1cccs1)S(=O)(=O)c1ccccc1)OCc1ccccc1 (stereo unspecified)	53
118	Nc1c(C(=O)Nc2ccc([N+](=O)[O-])cc2)oc2ccccc12	77
119	COC(=O)c1ccc(/C=C(\C#N)c2nc(-c3cccc(Br)c3)cs2)cc1	58
120	Nc1ccn(C2O[C@H](CO)[C@@H](O)[C@H]2O)c(=O)n1 (stereo partly specified)	52
121	NNC(=O)CNC(c1ccccc1)c1cc(Br)ccc1NC(=O)c1ccccc1 (stereo unspecified)	63
122	COc1ccccc1CNC(=O)Cc1csc(SCC(=O)Nc2cccc(NC(C)=O)c2)n1	68
123	O=C(O)c1cccnc1SCCS(=O)(=O)c1ccccc1	53
124	COc1ccc(NC(C(=O)O)c2ccccc2)cc1 (stereo unspecified)	62
125	NS(=O)(=O)c1ccc(NC(=O)c2ccc(Br)s2)cc1	70
126	O=C(/C=C/c1ccco1)C1=C(O)C(=O)N(CCN2CCOCC2)C1c1cccc(F)c1 (stereo unspecified)	69
127	COC(=O)Nc1ccc2c(c1)CN(C(C)=O)CC2	71
128	CC(=O)Nc1c(F)cc(F)cc1C#N	52
129	CCc1nnc2ccc(N3CCN(S(=O)(=O)CCc4ccccc4)CC3)nn12	66
130	CC12CCC(C(=O)Nc3ccc(SC(F)F)cc3)(CC1=O)C2(C)C (stereo unspecified)	57
131	O=C(OCc1cc(-c2ccccc2)on1)c1c(F)cccc1F	54
132	N/C(=N/OC(=O)Nc1ccc(Cl)cc1)c1ncc([N+](=O)[O-])s1	53&50
133	CCN(CC)CCN(C(=O)c1ccc(S(=O)(=O)N2CCCCCC2)cc1)c1nc2c(OC)ccc(OC)c2s1	130
